NR2E3 ag-1 = NR2E3 (human) agonism. Q9Y5X4. GST-NR2E3/biotin-RetCOR TR-FRET, 1536-well. inhibition of corepressor binding, % at 4.78 µM. actives 0.12% (n = 320,000). AID 2300;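 active = percent inhibition above the cutoff of mean plus 3 SD of all tested compounds, set per screening campaign, cut at about 20% in these data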;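 note: 0% = DMSO wells and 100% = biotin wells as full block of FRET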
Target sequence (Q9Y5X4 whole entry, looked up): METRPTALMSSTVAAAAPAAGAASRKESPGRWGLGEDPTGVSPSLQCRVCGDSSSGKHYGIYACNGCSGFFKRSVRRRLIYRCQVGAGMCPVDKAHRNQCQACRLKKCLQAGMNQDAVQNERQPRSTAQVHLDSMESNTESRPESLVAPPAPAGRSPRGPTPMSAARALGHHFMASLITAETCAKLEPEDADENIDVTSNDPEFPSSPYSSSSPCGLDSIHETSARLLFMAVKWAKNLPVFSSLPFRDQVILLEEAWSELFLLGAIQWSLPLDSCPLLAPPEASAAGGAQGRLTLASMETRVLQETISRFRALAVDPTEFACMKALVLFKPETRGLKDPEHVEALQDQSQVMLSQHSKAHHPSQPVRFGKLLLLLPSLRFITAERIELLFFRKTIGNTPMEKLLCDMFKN
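Material: NR2E3–RetCOR corepressor complex | Quantity: 1.35 nM GST-tagged NR2E3 final | Schedule: 5 h at 4 °C | Replication: Singlicate compound wells | Reagent: RetCOR corepressor, biotinylated, 7 nM | Controls: Biotin wells as high control, 0.6% DMSO wells as low control | Signal: TR-FRET, Eu(K)-anti-GST donor, streptavidin-D2 acceptor, ex 340, em 617/671 nm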
HIF-2a block = blocks HIF-2a reporter activity | inhibition, % at 18.8 µM | actives 0.72% (n = 360,000) | 786-0 RCC cells HIF-2a reporter, luciferase luminescence, overnight;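 active = inhibition of the luminescence signal of 40% or more relative to plate controls, in a single-dose primary screen at 18.75 µM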
iPSC survival up = enhancers of human iPSC single-cell survival | AID 602274 | actives 0.044% (n = 360,000) | survival enhancement, % at 20 µM | hiPSC single-cell survival, ATPlite luminescence; 100% = ROCK inhibitor wells, 0% = DMSO; in the data active = survival enhancement above about 18%;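 note: cells exposed to compounds for 16 hours before the ATP read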
CaV13 FRET inh = Disruptors of the CACNA1D IQ motif to Ca2+-dependent inactivation inhibitor domain association, primary screening, Förster resonance energy transfer in intact living …; HEK cells, CFP/YFP FRET ICDI-IQ, plate reader, 10 min; percent FRET-ratio fall versus neutral wells; inhibition, % at 12.3 µM; actives 0.098% (n = 340,000);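 active = mean replicate inhibition of at least 30% and at least 1% of replicates passing that level; inconclusive = only one of the two criteria is met; inactive = neither criterion is met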;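 note: 0% = median of the neutral control wells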
TRPM1 prom inh = inhibitors of MITF-driven TRPM1 promoter in melanoma cells | AID 488899 | SK-MEL-5 TRPM1 promoter luciferase, 24 h | inhibition, % at 12.5 µM | actives 0.83% (n = 330,000);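 active = mean inhibition across replicates of 60% or more, whatever share of single replicates reaches that level; inconclusive = some that reach 60%, reason not given; inactive = mean inhibition across replicates below 60%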; note: values of inactives mirror those of a sister screen read the other way
aDG glyco up = increases alpha dystroglycan glycosylation | Pro5-aDG cells, alpha-DG glycosylation AlphaScreen (IIH6); 0% Pro5, 100% B10-LARGE cell signal | activation, % at 10 µM | actives 0.22% (n = 360,000);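 active = activation of at least 8% versus controls, or a plate z-score of at least 8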;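 note: Pro5 are CHO cells carrying HIG-tagged alpha-DG that lacks glycosylation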
Peg3 promoter = inhibitors of Peg3 promoter | HeLa PEG-Prom luciferase reporter, luminescence, overnight | inhibition, % at 20 µM | actives 1.7% (n = 360,000) | AID 588405;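 active = inhibition of at least 50% at 20 µM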
PDI inh = PDI (human) enzyme inhibition | inhibition, % at 10 µM | actives 0.052% (n = 350,000) | P07237 | PDI insulin aggregation turbidity, A650, 90 min | AID 588391;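 active = mean inhibition across replicates of 30% or more, whatever share of single replicates reach that level; inconclusive = mean inhibition below 30% while every single replicate reaches 30%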;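 note: absorbance from insulin aggregation driven by PDI reduction with DTT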
Target sequence (P07237 whole entry, looked up): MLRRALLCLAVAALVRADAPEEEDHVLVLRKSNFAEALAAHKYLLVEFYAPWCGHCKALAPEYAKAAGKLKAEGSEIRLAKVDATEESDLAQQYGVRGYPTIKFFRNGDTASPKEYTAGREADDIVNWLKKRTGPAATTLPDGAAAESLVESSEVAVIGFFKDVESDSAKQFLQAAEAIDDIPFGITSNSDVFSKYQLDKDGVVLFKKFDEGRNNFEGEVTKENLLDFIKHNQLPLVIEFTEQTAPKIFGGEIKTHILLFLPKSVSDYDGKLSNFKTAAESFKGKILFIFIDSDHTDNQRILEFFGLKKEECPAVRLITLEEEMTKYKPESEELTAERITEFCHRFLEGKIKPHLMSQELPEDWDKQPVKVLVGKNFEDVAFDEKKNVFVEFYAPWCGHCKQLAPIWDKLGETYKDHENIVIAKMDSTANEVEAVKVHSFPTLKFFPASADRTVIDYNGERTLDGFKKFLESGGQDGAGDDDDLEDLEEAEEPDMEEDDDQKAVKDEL
NR2E3 ag-2 = activates human NR2E3 receptor; Q9Y5X4; CHO-S Gal4-NCOR/VP16-NR2E3 two-hybrid, luciferase; inhibition of corepressor binding, % at 3.98 µM; actives 0.35% (n = 360,000); AID 602229;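 active = inhibition above the mean of all tested compounds plus 3 SD, cut at about 70% in these data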;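 note: 0% = DMSO with NR2E3 transfected cells and 100% = cells lacking NR2E3 construct; higher means lower luciferase signal from less NR2E3 corepressor binding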
Vif imaging = blocks HIV Vif function. actives 0.35% (n = 340,000). HEK293T cells, Vif self-association by quenched fluorescence, imaging, 24 h. AID 602346. inhibition, % at 7.49 µM; in the data active = inhibition above about 50%, passing the limit was not always enough; inconclusive = no clear call, values can overlap the other calls; inactive = below about 31%; note: some results filed as inactive read as strong as hits
Granule exo inh = blocks lytic granule exocytosis. TALL-104 LAMP-1 surface exposure, flow cytometry; cells stimulated with thapsigargin and PMA. inhibition, % at 10 µM. actives 0.66% (n = 360,000). AID 651702;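 active = inhibition above about 55%, limit read from the data; inconclusive = no clear call, values can overlap the other calls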
An asterisk follows results filed as active; ? = inconclusive; nt = not tested or not shown.

SMILES | NR2E3 ag-1 | HIF-2a block | iPSC survival up | CaV13 FRET inh | TRPM1 prom inh | aDG glyco up | Peg3 promoter | PDI inh | NR2E3 ag-2 | Vif imaging | Granule exo inh
CC(C)NC(=O)N(C)C[C@H]1Oc2ccc(NS(=O)(=O)c3ccc(Cl)cc3)cc2CC(=O)N([C@@H](C)CO)C[C@@H]1C | nt | -3 | -1.8 | -6 | -7 | -0.3 | -9 | -9 | -10 | 10 | -2
CC(=O)NS(=O)(=O)c1ccc(NC(=O)/C=C/c2cn(-c3ccccc3)nc2-c2ccccc2)cc1 | 0 | 11 | 1.0 | -3 | -4 | -0.3 | 8 | -1 | 41 | -2 | ?
O=C(Cn1c(=O)[nH]c2ccsc2c1=O)NC1CCCCCC1 | -4 | 9 | 1.4 | -3 | -5 | 0.1 | -3 | -4 | -11 | -4 | 2
CC(C)n1c(C(O)c2ccccc2)nc2ccccc21 (stereo unspecified) | 1 | 21 | 2.3 | nt | -4 | -0.1 | 9 | 4 | -17 | 2 | 5
CCOC(=O)C1CCN(Cc2ccc(Cl)c(Cl)c2)CC1 | -1 | 7 | 3.3 | -4 | -3 | -0.1 | 15 | -3 | 1 | 4 | -3
CC1CCCCC1NC(=O)CSc1nnnn1-c1ccccc1 (stereo unspecified) | -1 | 10 | -0.5 | -4 | -2 | 0.1 | 11 | -9 | -7 | -3 | 2
COc1cc(Cl)ccc1OC1(C)CCN(Cc2c(F)cccc2F)C1 (stereo unspecified) | nt | 9 | 5.4 | -5 | nt | -0.1 | 4 | -5 | -5 | 0 | -3
CCCOCn1cc(F)c(=O)[nH]c1=O | -2 | 17 | -1.0 | -6 | -1 | 0.0 | 0 | -3 | -10 | 9 | -1
C=CCN(c1ccccc1C(=O)O)S(=O)(=O)c1ccc(NC(=O)OC)cc1 | 0 | 20 | -0.1 | 1 | -5 | -0.1 | -14 | -10 | -2 | -2 | -2
CCOc1ccc(/C(O)=C2/C(=O)C(=O)N(CCOCCO)C2c2ccccn2)cc1 (stereo unspecified) | 4 | -58 | -0.1 | -4 | -7 | 2.1 | -39 | 6 | -18 | -1 | -2
COc1ccc(-c2oc(=O)c3cc(OC)c(OC)cc3c2/C=C/c2cccc([N+](=O)[O-])c2)cc1 | -1 | -10 | -1.3 | -4 | 21 | -0.5 | -39 | -14 | 22 | -2 | -9
COc1ccc(CC(=O)OCC(=O)c2c(N)n(C)c(=O)n(C)c2=O)cc1OC | 0 | 12 | -2.7 | -5 | 2 | -0.1 | 5 | 3 | 13 | -3 | -1
OC(Cc1ccccc1)c1ncc(-c2ccc(Cl)cc2)[nH]1 (stereo unspecified) | nt | -69 | 1.3 | -10 | nt | -0.2 | -31 | 2 | -29 | -2 | 1
CC1=C(C(=O)OC(C)C)C(c2cn(-c3ccccc3)nc2-c2cccs2)NC(=O)N1 (stereo unspecified) | -2 | 27 | -3.6 | -2 | 15 | 0.8 | 23 | -10 | 2 | -19 | 12
O=C(N/N=C/c1ccc(Br)s1)c1c[nH]c2ccccc12 | -1 | -284 | 5.8 | -9 | -39 | 0.3 | -178 | 8 | -42 | 1 | 10
O=C(CSc1nnc(Cc2ccccc2)o1)N1CCOCC1 | 3 | 2 | 2.6 | -8 | -3 | -0.1 | 1 | -4 | -18 | -3 | -7
O=C(NCc1ccc2c(c1)OCO2)C1CC(c2ccccc2O)=NO1 (stereo unspecified) | 3 | -2 | -1.0 | -6 | 6 | 0.0 | 5 | 9 | -29 | -2 | 15
COc1ccc(-c2ccc(-c3noc(-c4cccs4)n3)c(OC)n2)cc1 | 3 | -52 | 2.6 | nt | -14 | 0.2 | -121 | -12 | -51 | -12 | -2
O=c1[nH]c(C(F)(F)F)nc2ccccc12 | 3 | 2 | -2.1 | -5 | -6 | -0.4 | 2 | -2 | -9 | -1 | 0
CCOC(=O)c1c(-c2ccc(C)cc2)cn2ccccc12 | 0 | -18 | 2.9 | nt | -5 | 0.1 | -6 | -7 | -27 | -8 | -1
O=C(OCC(=O)c1ccccc1)C1=NN(c2ccccc2)C(=O)CC1 | nt | -7 | 0.7 | -3 | 0 | -0.1 | -16 | 4 | -10 | -1 | -3
CCCCCNC(=O)C1CC(=O)OC12CCCCC2 (stereo unspecified) | -2 | 21 | 3.2 | -5 | -7 | -0.1 | 8 | 19 | -23 | 2 | -2
CCOC(=O)C(C)C(C)=O (stereo unspecified) | 2 | 12 | 1.3 | nt | 3 | -0.2 | 5 | nt | -7 | -6 | 1
N#Cc1sc2nc(N3CCCCC3)c3c(c2c1N)CCCC3 | 3 | -3 | 5.2 | -6 | -11 | -0.4 | 8 | -17 | -25 | 19 | -4
COc1ccc2c(c1)CCC1C2CCC2(C)C(O)C(=O)CC12 (stereo unspecified) | nt | -5 | -1.0 | -6 | -6 | -0.5 | -4 | -3 | -19 | 4 | -20
(further entries)
SMILES | NR2E3 ag-1 | HIF-2a block | iPSC survival up | CaV13 FRET inh | TRPM1 prom inh | aDG glyco up | Peg3 promoter | PDI inh | NR2E3 ag-2 | Vif imaging | Granule exo inh
Cc1ccc(-c2noc(CN3C(C)CCCC3C)n2)cc1 (stereo unspecified) | 2 | -25 | 1.9 | -7 | -8 | 0.3 | -4 | -3 | 8 | -2 | -3
CCN(C(=O)CSc1nnc(-c2ccc(OC)cc2)n1C(C)C)C1CCS(=O)(=O)C1 (stereo unspecified) | nt | -7 | -3.5 | -7 | 8 | -0.1 | -1 | -36 | -27 | -4 | -2
CNc1nc(N)c(C(=O)C(C)(C)C)s1 | 0 | -18 | 0.5 | -8 | 9 | -0.1 | -9 | 1 | 9 | 4 | 2
CCn1ccc(C(=O)Nc2ccc(N(C)C(C)=O)cc2)n1 | 0 | -118 | 6.2 | -5 | -25 | 0.0 | -74 | -2 | -17 | nt | -1
COc1ccc(N(CC(=O)NCc2ccccc2)S(C)(=O)=O)cc1 | -3 | -31 | -2.4 | -4 | -14 | 0.0 | -31 | 8 | -12 | 0 | 3
Cc1ccc(N=C2NC(=O)/C(=C/c3cccnc3)S2)cc1C | -1 | 11 | 0.6 | -3 | -1 | 0.0 | 17 | 1 | 18 | -12 | 13
CCC(=O)N1CCCC(C)(C(=O)Nc2ccc(OC)c(F)c2)C1 (stereo unspecified) | nt | 15 | -1.7 | -4 | nt | -0.1 | -8 | -1 | 11 | 6 | 0
COc1ccc([N+](=O)[O-])cc1NC(=O)COC(=O)c1ccccc1C(=O)c1ccccc1 | -2 | 20 | 3.4 | -9 | 8 | 0.0 | 3 | -2 | -4 | 2 | 9
CCc1cccc(Nc2c([N+](=O)[O-])cc(C(=O)N3CC(=O)Nc4ccccc43)cc2[N+](=O)[O-])c1 | -3 | 10 | -1.0 | -15 | -14 | -0.1 | 13 | -7 | -11 | -8 | -6
Cn1c(SCC(=O)NC2CCCC2)nnc1-c1ccc(S(=O)(=O)N2CCOCC2)cc1 | 1 | 25 | 0.4 | -4 | 8 | 0.1 | 7 | 3 | -8 | 12 | -3
O=C1CCN(S(=O)(=O)c2cc(C(F)(F)F)ccc2Cl)CC1 | 0 | 0 | 0.1 | -3 | -3 | 0.1 | 3 | -5 | -9 | 11 | -3
CCCN=Cc1c(CCC)[nH]n(-c2nc3ccccc3s2)c1=O | -1 | -131 | 0.0 | -6 | -17 | 0.1 | -20 | -3 | -43 | -2 | -5
Cn1c(=O)c2cc(NC(=S)NC3CC3)ccc2n1C/C=C/c1ccccc1 | nt | -10 | -1.9 | -5 | nt | -0.4 | -5 | 8 | 12 | 2 | -12
CCOc1ccc(CSC(=N)N)cc1 | 0 | 7 | 5.8 | -14 | 11 | 0.1 | 6 | 2 | -10 | 4 | 10
CCC(=O)Nc1nnc(-c2cccs2)s1 | 6 | -142 | -2.0 | -14 | -9 | -0.3 | -130 | -8 | -33 | 2 | -5
CC1=NN(C(=O)c2ccco2)C(O)(c2ccccc2)C1 (stereo unspecified) | 2 | 9 | 0.0 | -4 | 11 | 0.1 | -2 | 8 | -79 | 0 | 3
COCC(=O)Nc1nc(-c2ccccc2)c(C)s1 | 2 | -19 | -3.4 | -7 | -16 | 0.4 | -24 | -9 | -13 | -6 | 4
Cc1ccc(N(CC(O)CN2CCCCC2)S(=O)(=O)c2ccc(C)cc2)cc1 (stereo unspecified) | -1 | 11 | -0.6 | -7 | -5 | 0.1 | -4 | 5 | -9 | -6 | 19
O=C(NNC(=O)c1cc(-c2ccccc2)n(-c2ccccc2)n1)c1cccc([N+](=O)[O-])c1 | 0 | 21 | -0.5 | -20 | 6 | -0.1 | 4 | 0 | -13 | 7 | 4
Cc1ccc(S(=O)(=O)/N=C2/NC(=O)/C(=C/c3cc([N+](=O)[O-])ccc3O)S2)cc1 | 3 | 13 | 0.0 | -10 | -2 | 0.2 | 5 | -3 | -10 | 10 | -18
O=C(CN(Cc1cccs1)C(=O)CNS(=O)(=O)c1ccccc1)NCc1ccco1 | nt | 15 | 1.3 | -1 | 10 | 0.3 | 10 | -11 | -18 | -7 | 1
CCOn1c(=O)c(-c2cccc(Br)c2)[n+]([O-])c2ccccc21 | nt | 9 | 0.1 | -4 | 1 | -0.1 | 21 | -2 | -5 | 0 | -11
CC(=O)Oc1ccc(N(C(C)=O)S(=O)(=O)c2ccc(C)c([N+](=O)[O-])c2)cc1 | -1 | 9 | 1.1 | -4 | -5 | -0.1 | 17 | -1 | 7 | 5 | 2
Cn1c(NCCN2CCCCC2)cc(=O)n(C)c1=O | 4 | 8 | 0.2 | -5 | 2 | -0.2 | 4 | -2 | -4 | 14 | 12
COc1ccc(C(NC(=O)C(C)C)c2ccc3cccnc3c2O)cc1 (stereo unspecified) | 0 | 23 | 0.0 | -5 | 76* | -0.6 | 61* | -7 | 6 | -5 | -3
Cc1cc(=O)oc2cc(OCC(=O)Nc3c(Cl)cccc3C(F)(F)F)ccc12 | -1 | -13 | -0.4 | nt | -1 | 0.4 | 5 | 3 | 2 | -2 | -7
CCOC(=O)c1c(C)oc(C)c(C(=O)OCC)c1=O | 2 | 1 | 0.3 | -4 | 2 | 0.0 | 1 | 0 | -14 | 1 | -5

Profiles as entered above. Screens in order: NR2E3 ag-1	HIF-2a block	iPSC survival up	CaV13 FRET inh	TRPM1 prom inh	aDG glyco up	Peg3 promoter	PDI inh	NR2E3 ag-2	Vif imaging	Granule exo inh
Cc1cc(=O)oc2cc(OCC(=O)Nc3c(Cl)cccc3C(F)(F)F)ccc12 as listed: -1	-13	-0.4	nt	-1	0.4	5	3	2	-2	-7
CCC(=O)N1CCCC(C)(C(=O)Nc2ccc(OC)c(F)c2)C1 (stereo unspecified) as listed: nt	15	-1.7	-4	nt	-0.1	-8	-1	11	6	0
Cn1c(NCCN2CCCCC2)cc(=O)n(C)c1=O as listed: 4	8	0.2	-5	2	-0.2	4	-2	-4	14	12
COCC(=O)Nc1nc(-c2ccccc2)c(C)s1 as listed: 2	-19	-3.4	-7	-16	0.4	-24	-9	-13	-6	4
